# Bioassay records as filed in PubChem BioAssay.
# DENV2 CPE: inhibitors of DENV2 cytopathic effect; DENV2-infected cells, cytopathic effect rescue, plate reader; CPE inhibition, % at 9.99 µM; hit rate 1.7% among 350,000; in the data active = CPE inhibition above about 20%, passing the limit was not always enough; tested in BHK-21 cells;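 also: 0% = median of neutral control wells and 100% = median of positive control wells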
# FN deposit inh: fibronectin deposition inhibition; AH1F fibroblasts, Alexa488-fibronectin deposition fluorescence, overnight; inhibition, % at 12.6 µM; hit rate 0.086% among 350,000;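 active = mean inhibition across replicates of 30% or more, regardless of how many single replicates reach that level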;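 also: positive control wells lacked labelled fibronectin entirely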
#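 Test system: AH1F fibroblast monolayer depositing Alexa488-labelled fibronectin into matrix. Input: 10000 cells per well. Technique: fluorescence, ex 485 nm, em 525 nm. Buffer or medium: DMEM plus 2% serum, read in PBS. Timing: 1 h cell adhesion before compound, then overnight fibronectin incubation. Compound: single dose, pinned. Read-out basis: inhibition from reduced deposited-fibronectin fluorescence.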
# EWS-Fli inh: EWS/Fli transcriptional activity inhibition; A673 NR0B1-luciferase reporter, viability-normalised; inhibition, % at 12.6 µM; hit rate 0.67% among 350,000;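 active = mean inhibition of at least 50% after viability correction, with every replicate also passing that limit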;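 also: firefly luciferase signal divided by Alamar Blue viability fluorescence both relative to DMSO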
# PAX8 inh HTS: lowers PAX8-driven luciferase in RMG-I cells; RMG-I TPO-luciferase reporter, SteadyGlo, 24 h; inhibition, % at 12.6 µM; hit rate 1.2% among 360,000;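 active = mean replicate inhibition at least 60% with every replicate also reaching 60%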;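 also: luciferase light reporting Pax8 driven TPO promoter activity; plate controls were median of neutral control wells for no effect and mitoxantrone controls for full effect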
# INS-1E GSIS act: GLuc luminescence reporter in INS-1E cells, primary screen for activators of glucose-dependent secretion of insulin; INS-1E GLuc reporter insulin secretion, 2-3 h; activation, % at 16.6 µM; hit rate 0.61% among 370,000;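 active = lowest replicate activation of at least 40%, so every replicate reaches that level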;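 also: 0% = median of neutral control wells and 100% = median of IBMX positive control wells; some compounds called inactive have numbers as strong as hits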
# F508del corr: CFTR F508del correction in bronchial cells | CFBE cells, YFP halide quenching; stimulated with forskolin plus potentiator P3; % fluorescence drop versus neutral controls | hit rate 0.36% among 350,000 | activity (quench increase), % at 7.58 µM;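 active = mean added fluorescence quench of at least 8% versus neutral control, with both replicates also reaching 8%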;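 also: cells transiently co-express mutant CFTR-F508del with the halide-sensitive YFP; corrector assay measuring rescue of mutant channel to the surface after 24 h compound exposure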
# miR-122 sensor: blocks miR-122 activity in Huh7 sensor cells. Huh7 miR-122 Renilla luciferase sensor, 48 h; neutral wells = 0, positive control = 100. AID 602342. hit rate 0.3% among 340,000. activation (reporter increase), % at 12.5 µM;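 active = mean replicate activation score at least 90 and every replicate individually at or above 90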;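 also: higher luciferase means less miR-122 activity so hits act as miR-122 inhibitors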
# * marks the source's active call; other numbers are inactive results; . = no result given; & = joins results of further samples; [ ] = another dose, or the depositor's remark. Rows are unselected, and some 3.9% of all compounds hit somewhere here.
mol,DENV2 CPE,FN deposit inh,EWS-Fli inh,PAX8 inh HTS,INS-1E GSIS act,F508del corr,miR-122 sensor
COc1ccc([N+](=O)[O-])cc1NS(=O)(=O)c1cc(C(=O)NCc2cccnc2)ccc1Cl,4.7,-0.1,-37.4,5.8,-23.2,0.8,11.1
COc1ccc(-c2nc(SC(C)C(=O)NCC3CCCO3)n[nH]2)cc1 (stereo not given),-1.2,-5.6,8.7,38.0,12.5,-1.1,7.6
CCCNC(=O)Nc1ccc2c(c1)C(=O)N(C)C[C@H](OC)[C@H](C)CN(C(=O)c1ccccc1F)[C@@H](C)CO2,-1.5,-9.0,4.8,.,-11.6,1.2,.
CCOC(=O)c1c(CSc2ccccc2)n(C)c2ccc(O)c(CN3CCOCC3)c12,1.8,5.3,1.3,9.3,-15.6,3.1,.
C[C@@H]1CN([C@@H](C)CO)C(=O)Cc2cc(NC(=O)Nc3cccc4ccccc34)ccc2O[C@H]1CN(C)C,21.3*,.,.,-3.4,14.6,1.8,0.3[16.7 µM]
O=C(CC(=O)NN=Cc1ccc2c(c1)CCC2)NN=Cc1ccc2c(c1)CCC2,4.5,5.5,-4.5,-4.3,2.7,1.2,.
COc1ccc(Cl)cc1NC(=O)c1nnn(CC(=O)Nc2ccc(OC)c(OC)c2)c1N,-0.3,6.9,-7.1,-0.3,14.0,0.0,-2.0
CC(CCc1ccc(O)cc1)N1CCC(Oc2ccc(C(=O)N3CCCC3)cc2)CC1 (stereo not given),9.5,11.1,.,-2.4,4.2,-0.6,.

mol,DENV2 CPE,FN deposit inh,EWS-Fli inh,PAX8 inh HTS,INS-1E GSIS act,F508del corr,miR-122 sensor
Cc1ccc(NC(=O)CSCC(=O)N(C)CC(=O)Nc2cccc3ccccc23)cc1,6.2,-0.7,4.3,3.0,6.5,-1.9,0.0
N#Cc1ccc(S(=O)(=O)N2CCN(c3ncccn3)CC2)cc1,-3.0,-4.2,5.6,-0.6,12.6,0.0,-9.8
O=C(NCC1CCCO1)c1nn2c(C(F)(F)F)cc(-c3ccc(Br)o3)nc2c1Br (stereo not given),6.7,-11.6,-1.1,-12.1,2.1,-4.5,-4.9
O=C(NCc1ccccc1Cl)C1(S(=O)(=O)c2ccc(Cl)cc2)CC1,6.9,-10.2,-2.8,1.6,6.7,1.3,-1.1
CCn1nnc(-c2ccccc2NC(=O)c2cc(OC)c(OC)c(OC)c2)n1,9.0,.,7.8,.,15.4,0.4,0.7
CCCNC(=O)Nc1ccc2c(c1)C(=O)N(C)C[C@@H](OC)[C@H](C)CN(CCC(F)(F)F)[C@H](C)CO2,.,2.4,1.2,.,-17.8,3.1,-19.6[16.7 µM]
Cc1cc2c(nc1C)CCCN2S(=O)(=O)c1ccc(F)cc1,4.0,1.8,-2.4,18.2,-7.4,-1.9,.
COc1cccc(S(=O)(=O)N(C)C[C@@H]2Oc3ncc(C#CCN(C)C)cc3C(=O)N([C@H](C)CO)C[C@@H]2C)c1,-7.2&0.7,.,5.6&0.4,.,-9.2,2.3&0.4,-3.9&-1.5[16.7 µM]

mol,DENV2 CPE,FN deposit inh,EWS-Fli inh,PAX8 inh HTS,INS-1E GSIS act,F508del corr,miR-122 sensor
O=C(NNC(=O)NC1CCCCC1)NC1CCCCC1,-4.3,-7.5,10.3,-2.3,-8.7,0.0,.
Cc1ccc(-n2c(SCC(=O)Nc3cc(S(=O)(=O)N4CCOCC4)ccc3Cl)nc3ccccc3c2=O)cc1,-0.9,.,0.4,13.5,2.5,.,.
S=C(N/N=C/c1ccc(Cl)cc1)N1CCOCC1,.,-16.6,.,-165.5,13.4,.,-15.7
O=C(NC12CC3CC(CC(C3)C1)C2)N1CCN(c2ncccn2)CC1,-7.8,-1.2,8.0,-15.7,-3.5,-0.8,9.9
CN(C)S(=O)(=O)c1ccc(N2CCCC2)c(C(=O)NNC(=O)COc2ccccc2Cl)c1,-12.4,0.6,5.4,18.5,-9.1,-0.9,.
C[C@H]1CN([C@@H](C)CO)C(=O)c2cc(C3=CCCC3)cnc2O[C@H]1CN(C)Cc1cccc(F)c1,-10.4,.,6.4,-0.5,-1.5,-1.4,-6.7[16.7 µM]
CCNC(=O)[C@H]1[C@H](CO)[C@H]2Cn3c(ccc(-c4ccccc4)c3=O)[C@H]2N1CC1CC1,10.9,.,-4.2,6.4,8.9,-0.2,-0.4[16.7 µM]
CN1c2ccsc2/C(=N/Nc2ccc(F)cc2)CS1(=O)=O,-3.4,-9.3,-47.9,-49.9,3.9,2.6,2.3

mol,DENV2 CPE,FN deposit inh,EWS-Fli inh,PAX8 inh HTS,INS-1E GSIS act,F508del corr,miR-122 sensor
CS(=O)(=O)N1CC(=O)N2[C@H](CO)[C@H](c3ccc(C#Cc4ccccc4)cc3)[C@@H]2C1,5.5,.,0.3,0.2,-1.3,-2.2,.
CSc1ccccc1-c1nc(-c2ccncc2)no1,4.2,5.8,-81.1,-207.2,-1.1,1.5,-0.8
CCN(CC)S(=O)(=O)c1cc(NS(=O)(=O)c2ccc(Cl)c(C(=O)O)c2)ccc1C,2.0,1.9,2.1,11.2,.,-0.6,6.4
COc1ccc(NS(=O)(=O)c2ccc(C)c(C(=O)NNC(=O)c3csc(N4CCOCC4)n3)c2)cc1,3.0,-0.5,-1.7,-4.5,3.0,0.7,0.4
O=c1c2ccccc2nc2sc(Nc3cccc(Cl)c3)nn12,-9.8,-22.4,-63.0,-53.9,1.4,5.1,-2.4
CSCC[C@H](NC(=O)[C@@H]1Cc2c([nH]c3ccccc23)C2c3ccccc3C(=O)N21)C(=O)NCC1CCCO1 (stereo not given in full),4.8,.,6.5,.,-14.7,-0.3,-4.0
CCCc1cc(C(=O)NCCc2ccc(OC)c(OC)c2)no1,-8.2,-10.3,-5.8,-17.8,.,-2.9,2.8
CCCCc1c(O)nc(SCC(=O)O)[nH]c1=O,-2.1,0.4,-4.8,-15.7,2.3,-0.3,0.1

# Given with two lines to a compound: entries from further up.
# The line under a structure holds: DENV2 CPE, FN deposit inh, EWS-Fli inh, PAX8 inh HTS, INS-1E GSIS act, F508del corr, miR-122 sensor
C[C@H]1CN([C@@H](C)CO)C(=O)c2cc(C3=CCCC3)cnc2O[C@H]1CN(C)Cc1cccc(F)c1
    -10.4, ., 6.4, -0.5, -1.5, -1.4, -6.7[16.7 µM]
CCNC(=O)[C@H]1[C@H](CO)[C@H]2Cn3c(ccc(-c4ccccc4)c3=O)[C@H]2N1CC1CC1
    10.9, ., -4.2, 6.4, 8.9, -0.2, -0.4[16.7 µM]
CN1c2ccsc2/C(=N/Nc2ccc(F)cc2)CS1(=O)=O
    -3.4, -9.3, -47.9, -49.9, 3.9, 2.6, 2.3
CS(=O)(=O)N1CC(=O)N2[C@H](CO)[C@H](c3ccc(C#Cc4ccccc4)cc3)[C@@H]2C1
    5.5, ., 0.3, 0.2, -1.3, -2.2, .
CSc1ccccc1-c1nc(-c2ccncc2)no1
    4.2, 5.8, -81.1, -207.2, -1.1, 1.5, -0.8
CCN(CC)S(=O)(=O)c1cc(NS(=O)(=O)c2ccc(Cl)c(C(=O)O)c2)ccc1C
    2.0, 1.9, 2.1, 11.2, ., -0.6, 6.4
COc1ccc(NS(=O)(=O)c2ccc(C)c(C(=O)NNC(=O)c3csc(N4CCOCC4)n3)c2)cc1
    3.0, -0.5, -1.7, -4.5, 3.0, 0.7, 0.4
O=c1c2ccccc2nc2sc(Nc3cccc(Cl)c3)nn12
    -9.8, -22.4, -63.0, -53.9, 1.4, 5.1, -2.4
CSCC[C@H](NC(=O)[C@@H]1Cc2c([nH]c3ccccc23)C2c3ccccc3C(=O)N21)C(=O)NCC1CCCO1 (stereo not given in full)
    4.8, ., 6.5, ., -14.7, -0.3, -4.0
CCCc1cc(C(=O)NCCc2ccc(OC)c(OC)c2)no1
    -8.2, -10.3, -5.8, -17.8, ., -2.9, 2.8
CCCCc1c(O)nc(SCC(=O)O)[nH]c1=O
    -2.1, 0.4, -4.8, -15.7, 2.3, -0.3, 0.1

# Other entries
mol,DENV2 CPE,FN deposit inh,EWS-Fli inh,PAX8 inh HTS,INS-1E GSIS act,F508del corr,miR-122 sensor
CCN(CC)c1ccc(S(=O)(=O)Nc2cc(Cl)ccc2Cl)cc1NC(=S)NC(=O)C1CCCC1,0.8,.,49.4,-1.5,-2.1,.,284.6*
O=C(/C=N/NC(=O)c1ccccc1Br)c1ccccc1,.,.,-55.3,-28.6,-1.9,-0.7,.
CCn1c2ccccc2c2cc(C3N=C(N)Nc4nc5ccccc5n43)ccc21 (stereo not given),.,-7.7,.,.,-6.5,.,1.6
Cc1ccc(-n2ncc3c2CCCC3NC(=O)CCc2cnn(C)c2)cc1C (stereo not given),1.4,.,1.5,6.5,-1.7,-2.0,-2.7
C[C@@H]1CCCCO[C@H](CN(C)Cc2ccc3c(c2)OCO3)[C@@H](C)CN([C@H](C)CO)C(=O)c2cc(NC(=O)Cc3ccccc3)ccc2O1,0.4,.,-3.4,-3.7,-14.9,-0.2,-4.5[16.7 µM]
Cc1ccc(S(=O)(=O)NC2CCCCC2)cc1,-8.2,.,-0.3,.,-6.0,1.1,59.9
O=C(C[C@H]1CC[C@H]2[C@@H](COC[C@@H](O)CN2C(=O)Nc2ccc3c(c2)OCO3)O1)N1CCN(c2ccccc2)CC1,2.0,-0.5,.,.,2.4,0.1,1.0[16.7 µM]
Cc1noc(C)c1S(=O)(=O)Nc1ccc2c(c1)C(=O)N([C@H](C)CO)C[C@@H](C)[C@@H](CN(C)S(=O)(=O)c1ccc(F)cc1)OCCCC[C@@H](C)O2,1.9,.,11.7,7.2,-12.1,-2.7,-5.4[16.7 µM]

mol,DENV2 CPE,FN deposit inh,EWS-Fli inh,PAX8 inh HTS,INS-1E GSIS act,F508del corr,miR-122 sensor
C[C@@H]1CN([C@@H](C)CO)C(=O)c2cc(/C=C/c3ccccc3)cnc2O[C@@H]1CN(C)Cc1cccnc1,-2.0,.,-4.1,.,-8.2,1.5,-4.7[16.7 µM]
Cc1ccc(S(=O)(=O)N[C@@H]2C=C[C@@H](CC(=O)N3CCc4ccccc4C3)O[C@H]2CO)cc1,12.6,.,7.0,11.6,-9.9,1.4,.
S=c1[nH]nc(Nc2cccc3ccccc23)s1,15.7,-5.6,-9.9,3.5,23.2,0.4,-5.6
CO[C@H]1CN(C)C(=O)c2cc(NS(=O)(=O)c3ccccc3C)ccc2OC[C@@H](C)NC[C@@H]1C,0.9,2.0,-5.3,.,2.2,0.9,-2.9[16.7 µM]
O=C(COC(=O)CCc1nc2ccccc2c(=O)[nH]1)Nc1ccc2c(c1)OCO2,0.7,-2.1,-2.4,-11.8,18.2,0.1,.
O=C(NC1CCCCC1)N1CC(=O)N2[C@@H](CO)[C@H](c3ccc(-c4ccncc4)cc3)[C@@H]2C1,-1.3,1.6,4.0,.,2.1,-2.5,.
CCn1c(NC(=O)/C=C/c2ccc(F)cc2)nc2ccccc21,5.6,12.9,4.5,26.4,-17.4,4.4,.
CCC1(c2ccccc2)NC(=O)N(CC(=O)Nc2ccc(OC)nc2)C1=O (stereo not given),11.7,-1.1,2.5,-9.6,23.6,5.2,-3.9

mol,DENV2 CPE,FN deposit inh,EWS-Fli inh,PAX8 inh HTS,INS-1E GSIS act,F508del corr,miR-122 sensor
C[C@@H]1CCCCO[C@@H](CN(C)Cc2ccc(Cl)c(Cl)c2)[C@@H](C)CN([C@H](C)CO)C(=O)c2cc(NC(=O)Nc3ccccc3)ccc2O1,-12.4&2.4,-11.4&3.7,-2.8&-8.2,14.3&42.9,16.7&-5.2,-2.5&3.6,9.0[16.7 µM]
CC(C)CC#Cc1ccc([C@@H]2[C@@H](CO)N3CCCCN(C(=O)Nc4ccccc4)C[C@@H]23)cc1,.,-8.4,1.4,-0.7,-1.2,6.5,-4.9[16.7 µM]
O=C(CNc1cc(S(=O)(=O)N2CCOCC2)ccc1NCC1CCCO1)Nc1ccccc1F (stereo not given),4.5,-0.8,0.7,4.7,-11.3,0.4,-3.3
CO[C@H]1CN(C)C(=O)c2ccc(NC(C)=O)cc2OC[C@H](C)N(Cc2cccnc2)C[C@H]1C,.,.,-4.6,.,3.9,-1.0,-1.8[16.7 µM]
